# Screens: PubChem, several laboratories
# aSyn 5UTR inh = MLPCN primary screen, SNCA 5' untranslated region | alpha-synuclein 5'UTR reporter, inhibitor activity | inhibition, % (tested at 7.5 µM) | actives 0.82% (n = 300,000) | AID 1813, 2009; in the data active means inhibition above about 60%; inconclusive means no clear call, values can overlap the other calls;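 further: H4 neuroglioblastoma cells stably carrying SNCA 5'UTR luciferase fusion; 0% = DMSO wells and 100% = positive control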
# HSP90 inh = HSP90 inhibitors, primary screen, cell lysate, luminescence | Rabbit reticulocyte lysate, luciferase refolding luminescence, 3 h | inhibition, % at 5.6 µM | actives 0.91% (n = 290,000) | AID 1789, 2009;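 active means inhibition above the screen-wide mean plus 3 SD, computed separately per campaign, cut at about 16% in these data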;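 further: 0% = DMSO wells and 100% = 60 µM geldanamycin wells; inhibitors lower the luminescence because luciferase stays unfolded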
# IEC-6 tox = cytotoxicity in IEC-6 intestinal epithelial cells, primary screen, cytotoxicity control for KLF5 inhibitor project, cell-based, luminescence; AID 1825, 2009; inhibition, % at 5 µM; IEC-6 cytotoxicity, luminescence viability; actives 0.78% (n = 290,000); in the data active means inhibition above about 22%;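 further: 0% = plate median of test compound wells and 100% = cytotoxic reference compound wells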
# HSF1 activator = HSF-1 activators, primary screen, NIH3T3-HGL cells, MG132 stress, luminescence, single point; NIH3T3-HGL HSF-1 luciferase reporter, 8 h; 100% = twice DMSO control signal; activation, % at 9 µM; actives 1.7% (n = 300,000); AID 504408, 2011;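 active means mean replicate activation of at least 50% with a set share of replicates each reaching 50%; inconclusive means only one of those two conditions met; inactive means mean below 50% and too few replicates reaching it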;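 further: 0% = median of the neutral control wells and 100% = twice that signal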
# AI-2 QS modul = Vibrio harveyi AI-2 quorum sensing modulators, primary screen, JMH597 strain, luminescence/OD600 ratio | activity change, % at 7.5 µM | actives 0.4% (n = 300,000) | Vibrio harveyi JMH597 AI-2 luminescence/OD600 ratio, 9 h; hits give low values; strain lacks LuxN and CqsS sensors; 0 = neutral-control median; in the data active means activity change below about -75%, passing the limit was not always enough; inconclusive means no clear call, values can overlap the other calls;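 further: luminescence divided by OD600 gain over 9 h not by final OD600 alone; inactives centre near 13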
# GSK3 alpha inh = blockers of GSK3A enzyme activity – biochemical, luminescence, cell-free homogeneous, HTS, primary screen; Glycogen synthase kinase-3 alpha (Homo sapiens), P49840; GSK-3 alpha kinase, ADP-Glo luminescence, 60 min; inhibition, % at 10 µM; actives 0.1% (n = 320,000);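 in the data active means inhibition above about 50%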;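 further: GST-tagged GSK-3 alpha with peptide substrate and 25 µM ATP; 0% = DMSO neutral wells and 100% = GW8510 positive control wells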
# Target sequence (P49840 whole entry, looked up): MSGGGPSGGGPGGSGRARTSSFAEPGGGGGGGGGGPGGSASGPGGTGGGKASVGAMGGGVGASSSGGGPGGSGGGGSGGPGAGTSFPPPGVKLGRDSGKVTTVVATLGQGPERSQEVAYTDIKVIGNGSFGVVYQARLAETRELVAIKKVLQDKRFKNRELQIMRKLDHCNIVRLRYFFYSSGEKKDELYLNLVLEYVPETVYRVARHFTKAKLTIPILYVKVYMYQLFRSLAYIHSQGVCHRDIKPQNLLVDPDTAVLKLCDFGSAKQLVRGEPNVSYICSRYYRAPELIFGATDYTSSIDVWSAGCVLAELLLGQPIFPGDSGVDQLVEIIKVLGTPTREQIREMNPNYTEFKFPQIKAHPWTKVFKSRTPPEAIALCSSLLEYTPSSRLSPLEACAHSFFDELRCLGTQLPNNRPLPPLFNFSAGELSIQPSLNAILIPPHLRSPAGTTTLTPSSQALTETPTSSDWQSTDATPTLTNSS
# HSF1 inhib = HSF1 inhibitors in luciferase reporter cells, primary screen, cell-based, NIH3T3, luminescence. NIH3T3-HGL HSE-luciferase, MG132-induced, luminescence 8 h; hits give low values. activity change, negative = inhibition, % at 7.5 µM (by protocol). actives 0.77% (n = 300,000);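 active means more than half of replicate wells show activity change below -50%, luminescence cut by over half; inconclusive means some wells, but at most half, below -50%; inactive means no replicate well below -50%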;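 further: luciferase reports HSF-1 transcriptional activity via heat shock element; 0% = median of DMSO wells and -100% = zero luminescence signal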
# PolyA inh = polyadenylation inhibitors in yeast reporter cells, primary screen, luminescence, S. cerevisiae. calls only at 12 µM. actives 0.02% (n = 300,000). S. cerevisiae SKY197-pL101 polyadenylation reporter, beta-gal luminescence; efflux-impaired pdr1/pdr3 knockout yeast; score 100 = 6 SD above DMSO;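 active means lowest replicate activity score at least 50, where 100 means six control SD above control mean; inconclusive means lowest score under 50 but half or more replicates reach 50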;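 further: yeast exposed to compound for 9 h at 30 °C; higher score means more reporter readthrough which indicates perturbed polyadenylation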
# KLF5 inhibitor = KLF5 expression inhibitors, primary screen, DLD-1 cells, luminescence; DLD-1 KLF5 promoter-luciferase reporter; inhibition, % at 5 µM; actives 0.23% (n = 290,000);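 active means inhibition above a per-plate limit of that plate's mean compound inhibition plus 3 SD, cut at about 60% in these data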;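 further: 0% = DMSO wells and 100% = LY294002 at 200 µM; higher means less KLF5 promoter-driven luciferase light; inactives centre near -14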
# GSK3beta inhib = human GSK3beta kinase inhibitors, primary screen, biochemical, cell-free homogeneous, HTS; Glycogen synthase kinase-3 beta (Homo sapiens), P49841; GST-GSK3beta kinase, ADP-Glo luminescence, 60 min; hits give low values; activity score (negative = inhibition), % at 10 µM; actives 0.038% (n = 300,000); AID 2097, 2009;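 active means more than half of replicate wells score below -50%, meaning over 50% inhibition versus plate controls; inconclusive means some replicates but at most half score below -50%; inactive means no replicate scores below -50%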;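 further: 0% = median DMSO wells and -100% = median GW8510 positive control wells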
# Target sequence (P49841 whole entry, looked up): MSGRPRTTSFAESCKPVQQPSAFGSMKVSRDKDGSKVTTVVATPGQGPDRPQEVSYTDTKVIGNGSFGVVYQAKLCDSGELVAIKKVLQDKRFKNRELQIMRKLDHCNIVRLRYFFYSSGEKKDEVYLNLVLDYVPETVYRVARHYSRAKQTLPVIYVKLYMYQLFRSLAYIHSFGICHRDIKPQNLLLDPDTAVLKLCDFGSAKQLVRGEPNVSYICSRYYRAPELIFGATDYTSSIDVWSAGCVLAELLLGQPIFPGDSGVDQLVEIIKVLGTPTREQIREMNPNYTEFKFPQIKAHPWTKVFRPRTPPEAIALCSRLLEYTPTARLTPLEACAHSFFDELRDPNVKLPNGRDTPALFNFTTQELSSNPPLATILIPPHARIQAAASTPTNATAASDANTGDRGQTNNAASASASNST
#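 Test system – GST-tagged human GSK3beta kinase, cell-free · Incubation – 60 min enzyme reaction, room temperature · Signal – ADP-Glo luminescence · Also added – peptide substrate and ATP at 25 µM · Controls – DMSO neutral wells and GW8510 at 20 µM as positive · Buffer or medium – Tris/MgCl2 kinase buffer · Measure – Luminescence-derived activity versus plate DMSO and GW8510 wells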
# An asterisk follows results filed as active; i = inactive; ? = inconclusive; . = not tested or not shown. Only part of the results is shown; the hit share may differ from the screen's.
SMILES,aSyn 5UTR inh,HSP90 inh,IEC-6 tox,HSF1 activator,AI-2 QS modul,GSK3 alpha inh,HSF1 inhib,PolyA inh,KLF5 inhibitor,GSK3beta inhib
Cc1cc(C(=O)N/N=C/c2c(CO)cnc(C)c2O)c2ccccc2n1,1,3,0,-12,23,-2,-2,i,-16,1
O=c1c([N+](=O)[O-])c(N2CCCC2)c2ccccc2n1-c1ccccc1,19,0,-3,-23,17,1,-6,i,7,1
CC(CC(=O)Nc1ccc(F)c([N+](=O)[O-])c1)c1ccccc1 (centres undefined),-27,2,4,21,55,1,-9,i,0,-34
O=[N+]([O-])c1ccccc1SNc1ccccn1,-3,-1,0,-5,28,-2,-7,i,-23,-9
CCOc1cc(CN2CCC(CO)(Cc3cccc(C(F)(F)F)c3)CC2)ccc1OC,-5,-5,4,-3,15,2,2,i,-52,-1
CCC(c1nnnn1C1CCCC1)N1CCC(C(N)=O)CC1 (centres undefined),-40,2,5,1,7,-1,-1,i,-53,-1
COc1ccc(C(=O)c2c3ccc(C(F)(F)F)cc3[n+]([O-])n2CCCN)cc1,-33,.,.,-25,2,0,-4,i,.,2
CC1=CC(C)(C)Nc2ccc(OC(=O)C(Cc3ccccc3)N3C(=O)c4ccccc4C3=O)cc21 (centres undefined),26,-1,-5,?,-1,5,34,i,-17,-7
O=C(Nc1ccccc1)N1CCN(c2cccc(C(F)(F)F)c2)CC1,33,3,4,-21,8,2,-7,i,-26,7
O=C(NCCN1CCCC1)c1cccc(Cl)c1,1,-4,-1,-14,20,-2,-7,i,1,2
COc1ccc(NC(=O)CC2SC(=NCC3CCCO3)NC2=O)cc1 (centres undefined),0,3,5,2,1,2,-4,i,27,3
COc1ccc(CCNC(=S)N2CCN(S(=O)(=O)c3ccccc3)CC2)cc1,2,.,.,-9,7,-3,-3,i,.,5
Cc1ccc(C2CC(c3cccs3)=NN2C(=O)CSC2=NCCS2)cc1 (centres undefined),-8,4,4,19,27,-1,2,i,-32,0
COc1c(F)c(F)c(-c2csc(N)n2)c(F)c1F,0,3,4,9,12,2,2,i,-12,0
O=C(Cc1ccccc1)Nc1c(C(=O)N2CCCCCC2)cnn1-c1ccccc1,21,1,-5,-16,.,-1,-3,i,-17,.
O=S(=O)(c1cnc[nH]1)N1CCN(c2ccccc2)CC1,16,-1,1,3,18,2,1,i,-33,0
Clc1ccc(OCc2nnc3n2CCCCC3)c(Cl)c1,-48,-3,-2,31,.,3,9,i,-21,-1
CCn1nc(NC(=O)C(C)C)c2cc3cccc(C)c3nc21,22,3,4,22,10,-2,0,i,-26,0
Cc1ccc2nsnc2c1NC(=O)CCl,-82,-1,3,-23,11,-3,-1,i,-3,-3
CCOC(=O)C1CCN(C(=O)Cn2c(=O)oc3cc(S(=O)(=O)N4CCCC4)ccc32)CC1,12,-4,-8,5,13,-4,1,i,-9,0
CCn1cc(C(=O)NCc2cccs2)c(=O)c2cc(S(=O)(=O)N3CCOCC3)ccc21,-1,7,-4,-8,25,0,-10,i,14,0
O=C(CCCc1ccccc1)Nc1ccc(Br)cc1F,-71,7,-2,20,2,0,7,i,-40,0
COc1ccc(NC(=O)CN2CCN(S(=O)(=O)c3ccc(Cl)cc3)CC2)cc1,6,1,-4,-5,22,-2,-12,i,-16,-1
CCn1c(SCc2ccc([N+](=O)[O-])cc2)nnc1C(C)NC(=O)c1ccccc1Br (centres undefined),16,4,9,-2,8,-2,3,i,1,1
CC(C)Nc1nc(-c2ccccc2)nc(-n2ccnc2)n1,33,-5,-7,-11,32,-3,-2,i,-42,-3
COc1ccc(C(=O)C2CCCN(C3Cc4ccccc4C3)C2)cc1OC (centres undefined),-20,-3,1,-12,4,-1,-7,i,0,-2
COc1ccc(CNC(=O)Cn2cc([N+](=O)[O-])cn2)cc1,2,.,.,17,0,-3,-12,i,.,-1
O=C(Nc1cc(S(=O)(=O)N2CCCCC2)ccc1Oc1ccccc1)C1=COCCO1,-3,0,-4,-5,18,1,-1,i,7,3
Cc1ccc(S(=O)(=O)N2CCOCC2)cc1NC(=O)CNCc1ccccn1,2,11,-2,-21,21,-3,-3,i,-20,1
COC(=O)C(C)NC(=S)N1CCN(c2c(F)cc3c(=O)c(C(=O)O)cn(C4CC4)c3c2OC)CC1C (centres undefined),6,-3,-7,-8,4,-2,-9,i,-9,-4
CC1CCN(C(=O)Cn2c(=O)n(Cc3ccco3)c(=O)c3sccc32)CC1,-5,1,2,-21,28,3,-11,i,-16,-3
CCOC(=O)c1cnn(-c2ccc(C(C)C)cc2)c1NC(=O)C1CCC1,-81,-4,3,21,27,10,-2,i,-93,1
O=C(CN1C(=O)c2ccccc2S1(=O)=O)NC1CCCCC1,7,1,3,9,-7,-6,8,i,-9,-2
COc1cc(OC)cc(-c2cc3nc(C)c(CCC(=O)NC(C)CCc4ccco4)c(C)n3n2)c1 (centres undefined),48,-1,-5,-29,7,1,-14,i,-7,0
Cc1ccc(C(=O)NNC(=O)c2ccc(-n3cncn3)c([N+](=O)[O-])c2)cc1,0,.,.,-9,24,-1,-2,i,.,-14
Cc1noc(C)c1-c1nnc(-c2ccc(C(F)(F)F)cc2)o1,-66,2,0,4,19,-2,5,i,-19,6
CSc1nsc(/C=C/Nc2ccc(Cl)cc2)c1C#N,4,-2,4,7,20,.,16,i,-7,-25
CCCn1c(C)cc(/C=C(\C#N)C(=O)OCC(=O)Nc2cccc(OC)c2)c1C,-9,1,-8,-3,18,-3,7,i,-12,2
Cc1nnc(NC(=O)NC(C)N2C(=O)C3C4C=CC(C4)C3C2=O)s1 (centres undefined),-2,-3,0,7,15,23,2,i,9,0
O=C(COC(=O)c1ccc(Cl)nc1)c1ccc2c(c1)OCCO2,-71,5,-2,65*,7,-3,41,i,-17,4
Cc1ccc(S(=O)(=O)NNC(=O)C(=O)NNc2ccccn2)cc1,-2,0,-8,16,13,-3,-3,i,-30,4
O=C(Nc1nc2ccccc2[nH]1)c1ccccc1F,108*,84*,43*,-73,16,11,-75*,i,76*,-17
FC(F)(F)c1ccc(/C=N/n2c(COc3ccccc3)n[nH]c2=S)cc1,16,3,6,3,17,-3,-1,i,-8,-1
O=C(CCCn1c(=O)c2ccccc2n(Cc2cccc(F)c2)c1=O)NC1CCN(Cc2ccccc2)CC1,16,0,1,1,27,-1,-4,i,-12,1
CC(C)(C)C1COc2ccccc2N1C(=O)c1cccc(Cl)c1 (centres undefined),14,4,1,3,8,1,-1,i,-47,2
NC(=O)CC(NC(=O)Cc1ccc(Cl)cc1)c1ccc(N2CCN(c3ccccn3)CC2)c([N+](=O)[O-])c1 (centres undefined),19,-5,3,-8,20,-5,-3,i,-1,1
COc1ccc(CCNC(=O)COC(=O)c2ccc[nH]c2=O)cc1,14,0,2,-12,3,0,-2,i,0,0
COc1cc(C(N)=O)cc(Br)c1OC,-18,-1,3,-11,-4,-1,-15,i,-28,-3
COc1ccccc1OCC(=O)N(Cc1nc(-c2ccccc2)no1)C(C)C,1,-5,-3,-11,39,-3,2,i,4,1
CCOc1ccccc1NS(=O)(=O)c1ccc(Br)s1,47,2,0,.,15,1,.,i,-1,2
# The results go on.
SMILES,aSyn 5UTR inh,HSP90 inh,IEC-6 tox,HSF1 activator,AI-2 QS modul,GSK3 alpha inh,HSF1 inhib,PolyA inh,KLF5 inhibitor,GSK3beta inhib
CC(OC(=O)c1ccc(NS(=O)(=O)c2ccc3[nH]c(=O)[nH]c3c2)cc1)C(N)=O (centres undefined),-16,-2,-2,-3,21,-5,-2,i,-21,4
COc1ccc(C2c3ccc4ccccc4c3Oc3ncn4nc(Cc5ccccc5)nc4c32)cc1OC (centres undefined),5,-1,6,-9,29,4,-7,i,-12,1
Cc1ccc2nc(-c3cccc(S(=O)(=O)N(C)C)c3)cn2c1,-171,0,4,16,15,-40,-5,i,-116,-2
CCn1c(SCC(=O)Nc2nccs2)nnc1-c1ccc(S(=O)(=O)N2CCCCCC2)cc1,11,-1,2,25,20,4,4,i,3,3
CN1C(=O)C(O)(CC(=O)c2ccc3c(c2)OCO3)c2ccccc21 (centres undefined),-18,1,-7,-7,-1,-2,-8,i,-16,4
Cn1nccc1CNC(=O)c1ccnn1C,-25,2,-1,6,11,2,8,i,-19,2
O=C(Cc1ccc(F)cc1)N/N=C/c1ccccn1,-12,3,6,8,10,0,-3,i,-14,-1
CC(C)NC(=O)c1ccc(-c2ccccc2C(F)(F)F)o1,-131,-2,6,-34,-5,-4,-16,i,-16,-4
O=S1(=O)CCN(Cc2ccc(F)cc2)CC1,12,-1,-4,-13,27,-2,0,i,-2,-5
COc1ccc(-c2cc(C(=O)NCc3ccccc3)no2)cc1OC,23,3,3,-21,9,-2,-1,i,0,-2
CC(C)c1ccc(/C=C2\SC(N3CCCC3)=NC2=O)cc1,12,19*,4,-17,16,2,2,i,-15,3
CCSc1ccc(/C(N)=N/OC(=O)c2cccs2)cn1,-120,-5,0,34,26,-1,25,i,-90,4
CCNC(=O)CN(c1ccc(C)cc1)S(=O)(=O)c1ccccc1,12,-1,-8,9,18,2,-1,i,-37,-2
Cc1ccc(OCc2cc(C(=O)N(C)CCc3ccccn3)no2)cc1C,-73,0,2,28,14,0,13,i,-101,11
COc1ccc2c(c1)Cc1sc(NC(C)=O)nc1-2,-169,32*,-2,6,25,1,-3,i,14,5
CCN(C(=O)COc1ccccc1[N+](=O)[O-])C1CCS(=O)(=O)C1 (centres undefined),12,0,-1,-2,21,-3,-7,i,-12,-3
Nc1cccc(C(=O)NCCNC(=O)c2cccc(N)c2)c1,4,3,3,19,2,-4,-5,i,-7,-3
Cc1cc(C)n2nc(N)c(N=Nc3ccc4c(c3)OCO4)c2n1,-1,4,7,-5,1,8,-1,i,-9,-2
CCOC(=O)c1[nH]c2ccc(C(=O)OC)cc2c1C(=O)OCC,38,-5,1,-26,16,2,-8,i,-25,-1
